From PubChem BioAssay
mABHD4 FP = ABHD4 (mouse) inhibition, primary FP screen; purified mABHD4, FP-Rh probe fluorescence polarization; 0.54% of 370,000 active; Q8VD66; inhibition, % at 8.92 µM; AID 720543;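 active means inhibition exceeding the mean over every tested compound plus 3 SD, cut at about 30% in these data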;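 further: 0% = plate median of compound wells and 100% = S159A mutant with DMSO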
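Assay system: mouse ABHD4 enzyme, wild type / Also added: fluorescent activity-based probe FP-Rh / Doses: single nominal dose of 8.92 µM, 0.89% DMSO final / Timing: 45 min compound pre-incubation plus 60 min probe step, 25 °C / Signal: FP readout, ex 525 nm / em 598 nm / Control set: S159A mutant/DMSO as 100%, compound-well median as 0%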
ASAP1 GAP inh = blocks human ASAP1-stimulated Arf1 GTP hydrolysis; Q9ULH1; GDP FP detection; inhibition, % at 16.5 µM; 0.19% of 360,000 active; AID 624377; in the data active means inhibition above about 25%;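 further: 0% = vehicle with enzyme and substrate and 100% = no enzyme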
Target sequence (Q9ULH1 325-724 limits assumed): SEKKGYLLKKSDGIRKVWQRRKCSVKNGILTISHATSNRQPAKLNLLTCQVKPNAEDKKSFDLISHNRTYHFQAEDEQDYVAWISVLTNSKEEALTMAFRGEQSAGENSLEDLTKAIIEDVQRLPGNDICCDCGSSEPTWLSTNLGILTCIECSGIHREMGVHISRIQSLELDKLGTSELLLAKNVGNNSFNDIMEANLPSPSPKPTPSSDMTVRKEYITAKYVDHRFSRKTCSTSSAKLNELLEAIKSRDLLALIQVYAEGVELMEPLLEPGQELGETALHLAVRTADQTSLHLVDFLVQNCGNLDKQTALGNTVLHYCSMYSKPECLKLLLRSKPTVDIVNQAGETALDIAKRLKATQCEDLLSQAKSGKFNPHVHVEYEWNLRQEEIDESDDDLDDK
HTRA1 inh = inhibitors of human serine peptidase HTRA1; 0.5% of 340,000 active; Q92743; inhibition, % at 5.96 µM; recombinant HTRA1, FP-rhodamine activity-based probe, fluorescence polarization; in the data active means inhibition above about 36%;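 further: 0% = enzyme with DMSO and 100% = wells lacking enzyme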
Target sequence (Q92743 whole entry, looked up): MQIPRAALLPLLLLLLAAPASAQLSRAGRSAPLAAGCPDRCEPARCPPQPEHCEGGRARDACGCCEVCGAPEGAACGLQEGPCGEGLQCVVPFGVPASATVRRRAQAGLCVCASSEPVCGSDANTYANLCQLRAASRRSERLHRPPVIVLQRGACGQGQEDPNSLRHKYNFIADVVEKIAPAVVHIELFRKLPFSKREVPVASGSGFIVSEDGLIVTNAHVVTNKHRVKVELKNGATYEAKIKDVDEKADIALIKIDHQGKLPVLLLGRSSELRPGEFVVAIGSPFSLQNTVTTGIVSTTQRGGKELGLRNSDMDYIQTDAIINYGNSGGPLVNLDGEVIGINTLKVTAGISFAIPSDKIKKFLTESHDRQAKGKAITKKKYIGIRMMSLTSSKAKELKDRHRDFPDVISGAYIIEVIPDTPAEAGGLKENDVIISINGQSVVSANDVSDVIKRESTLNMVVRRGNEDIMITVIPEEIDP
rCAG RNA binder = r(CAG) repeat RNA binding; TO-PRO-1 dye displacement fluorescence; inhibition, % at 3 µM; 1.3% of 370,000 active;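 active means inhibition above the plate cutoff, the mean of all test compounds on that plate plus 3 SD, cut at about 35% in these data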;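 further: 0% = DMSO alone and 100% = 100 µM mitoxantrone as full dye displacement; higher means more dye released from RNA so lower well fluorescence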
PG9 binder = PG9 antibody binding by small molecule; TR-FRET gp120-PG9 antibody binding; inhibition, % at 6.7 µM; 0.43% of 360,000 active; in the data active means inhibition above about 8.5%
SMARCA2 activ = activators of SMARCA2 function; MG213 cells, MMTV-luciferase reporter, dexamethasone, overnight; activation, % at 9.1 µM; 1% of 370,000 active; AID 652017; in the data active means activation above about 7.8%;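 further: 0% = vehicle wells and 100% = reference activator wells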
GC-A act = GC-A (human) enzyme activation; P16066; HEK293 GC-A cells, cGMP TR-FRET, EC30 ANP; 0% at EC30 ANP, 100% saturating ANP; activation, % at 10 µM; 0.14% of 370,000 active; in the data active means activation above about 40%
NR1D1 modulator = modulates human Rev-erb alpha binding to DNA; P20393; Rev-erbα–FITC-DNA binding, fluorescence polarization, 90 min; activity, % at 10 µM; 0.79% of 370,000 active;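 active means activity above about 14%, limit read from the data; passing the limit was not always enough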;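 further: 0% = DMSO wells with 35 nM protein and 100% = DMSO wells with 750 nM protein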
GC-B act = GC-B (human) receptor activation; P20594; HEK293-GC-B cells, CNP EC30, cGMP TR-FRET; 0% at EC30 CNP, 100% saturating CNP; activation, % at 10 µM; 0.11% of 370,000 active;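 active means activation at 10 µM reaching about 35% in either raw or pattern-adjusted values, limit read from the data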
ARFGAP1 inhibitor = rat ARFGAP1 inhibition | Q62848 | Arfgap1-stimulated ARF1 GTP hydrolysis, GDP FP detection | inhibition, % at 16.5 µM | 0.26% of 360,000 active | AID 651572;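 active means inhibition above a per-plate limit, mean inhibition of low control wells plus 3 SD, cut at about 25% in these data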;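 further: 0% = DMSO wells with enzyme and 100% = wells lacking Arfgap1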
Target sequence (Q62848 1-136 limits assumed): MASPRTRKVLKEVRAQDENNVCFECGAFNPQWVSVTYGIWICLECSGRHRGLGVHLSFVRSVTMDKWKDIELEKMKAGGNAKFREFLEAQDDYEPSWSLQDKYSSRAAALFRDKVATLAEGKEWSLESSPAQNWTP
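Material: rat Arfgap1 GAP domain (His6, aa 1-136), purified enzyme. Also added: human ARF1(Δ1-17)-GTP substrate. Compound dosing: 16.5 µM single point, 1.26% DMSO. Timing: enzyme reaction 120 min at 25 °C after 20 min preincubation. Signal: GDP detection by fluorescence polarization. Read-out basis: percent inhibition of GAP-stimulated GDP formation, scaled between DMSO and no-Arfgap1 medians.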
Active calls of the source: *; . = not tested or not shown.

#	Molecule	mABHD4 FP	ASAP1 GAP inh	HTRA1 inh	rCAG RNA binder	PG9 binder
1	COc1ccccc1-c1nnc(-c2ccc(C)cc2)o1	-9	-5	-9	-4	-0.3
2	Cc1ccc(NC(=O)C2CCCN(c3ncccn3)C2)c(C)c1 (stereo unspecified)	5	1	7	0	-1.4
3	Cc1ccc(S(=O)(=O)Nc2cc(C)cc(CCNC=O)c2C)cc1	-4	2	-6	1	2.1
4	COc1ccc(/C=C/C(=O)OCc2nc3ccccc3c(=O)[nH]2)c(OC)c1	-6	9	2	-2	-2.3
5	O=C1COc2ccc(C(=O)COC(=O)CNS(=O)(=O)c3cccc(F)c3)cc2N1	1	-5	8	9	-1.3
6	Cc1ccc(C(=O)Nc2nc(C)c(C(=O)Nc3ccc4c(c3)CCC4)s2)cc1	-1	1	-92	8	-2.6
7	CCc1cc2c(=O)c(-n3cnc4ccccc43)coc2cc1O	-9	-7	-4	2	-0.6
8	N#CC1=C(N)SC(N)=C(C#N)C1c1ccc([N+](=O)[O-])cc1	10	-3	-1	23	-0.1
9	Cc1cccc(Nc2ccccc2C(=O)OCC(=O)N2CCOCC2)c1C	-17	-3	-2	-7	-0.4
10	CN(CC(=O)NC1CCCC1)S(=O)(=O)c1cnc[nH]1	-4	3	-3	3	0.5
11	COC(=O)c1ccc(-n2nnnc2SCC(=O)Nc2cc(OC)ccc2OC)cc1	-1	-4	-4	-2	-2.4
12	COCC(C)n1c(SCC(=O)Nc2sccc2C(N)=O)nc2ccccc2c1=O (stereo unspecified)	-4	-4	-10	7	0.9

#	SMARCA2 activ	GC-A act	NR1D1 modulator	GC-B act	ARFGAP1 inhibitor
1	13*	3	-7	-3	4
2	2	0	-2	4	-3
3	-1	-3	5	-1	0
4	-5	-1	-2	-2	2
5	-1	-2	-7	-3	-12
6	4	0	12	-8	-5
7	2	3	3	1	6
8	-2	3	-1	-3	2
9	-1	19	4	5	-8
10	3	-2	1	2	6
11	-2	3	2	2	2
12	0	-3	7	2	21

Profiles as entered above. Screens in order: mABHD4 FP, ASAP1 GAP inh, HTRA1 inh, rCAG RNA binder, PG9 binder, SMARCA2 activ, GC-A act, NR1D1 modulator, GC-B act, ARFGAP1 inhibitor
`COC(=O)c1ccc(-n2nnnc2SCC(=O)Nc2cc(OC)ccc2OC)cc1` reads -1, -4, -4, -2, -2.4, -2, 3, 2, 2, 2
`N#CC1=C(N)SC(N)=C(C#N)C1c1ccc([N+](=O)[O-])cc1` reads 10, -3, -1, 23, -0.1, -2, 3, -1, -3, 2
`CN(CC(=O)NC1CCCC1)S(=O)(=O)c1cnc[nH]1` reads -4, 3, -3, 3, 0.5, 3, -2, 1, 2, 6
`Cc1ccc(C(=O)Nc2nc(C)c(C(=O)Nc3ccc4c(c3)CCC4)s2)cc1` reads -1, 1, -92, 8, -2.6, 4, 0, 12, -8, -5

Other structures follow:
#	Molecule	mABHD4 FP	ASAP1 GAP inh	HTRA1 inh	rCAG RNA binder	PG9 binder
13	O=C(COc1ccc2ccc(=O)oc2c1)Nc1cc([N+](=O)[O-])ccc1F	-7	1	4	3	-2.0
14	CCN(CC)C(=O)CSc1nc(O)c(Cc2ccc(OC)cc2)c(=O)[nH]1	2	-2	1	-3	0.4
15	c1ccc(OCc2nnc3n2N=C(c2ccccc2)CS3)cc1	-12	-20	-2	2	-2.4
16	O=C(COc1ccc(Br)cc1)NC1CC1	2	-8	2	-3	-0.4
17	c1ccc(SCc2cn3cccnc3n2)nc1	1	-7	-1	3	-1.1
18	CCCc1ncc(CN2CCC(C(=O)Nc3cccc(-c4cscn4)c3)CC2)cn1	-12	7	-3	-4	0.8
19	CCOC(=O)N1CCN(c2nc(-c3cccs3)nc3ccccc23)CC1	3	8	-32	1	0.6
20	COc1ccc(C(=O)N=c2sccn2C)cc1	2	-4	2	-3	-1.3
21	Cc1cccc(C)c1NC(=O)CSCc1cccc(CSCC(=O)Nc2c(C)cccc2C)n1	-14	5	-6	-4	-0.2
22	CCCCN(CC)C(=O)CSc1nc2n[nH]c(C)c2c(=N)n1-c1cccc(C)c1	-9	16	-60	0	-1.7
23	COc1cccc(NC(=O)Nc2cccnc2)c1	3	-2	-5	1	1.6
24	CCS(=O)(=O)Nc1cc(-c2nc3cccnc3s2)ccc1C	-6	7	-16	8	2.8

#	SMARCA2 activ	GC-A act	NR1D1 modulator	GC-B act	ARFGAP1 inhibitor
13	-2	-4	-2	0	-6
14	-3	0	2	5	1
15	2	3	3	1	-3
16	-1	0	4	3	2
17	1	.	.	.	12
18	-4	2	2	-7	8
19	0	-5	-1	3	4
20	3	3	-1	1	5
21	-4	2	-5	7	8
22	-1	-12	3	-12	14
23	-1	-3	0	0	3
24	6	3	2	0	-7

Next section.
#	Molecule	mABHD4 FP	ASAP1 GAP inh	HTRA1 inh	rCAG RNA binder	PG9 binder
25	[O-][N+]1=C2CCC/C(=N\O)C2=NC12CCCCC2	-4	3	-4	1	-2.4
26	Nc1c(C(=O)OCC2CCCO2)c2nc3ccccc3nc2n1-c1ccc2c(c1)OCCO2 (stereo unspecified)	-6	-4	.	4	1.1
27	COc1ccccc1-n1cc(CN2CCN(CC(C)C)C(CCO)C2)cn1 (stereo unspecified)	-2	3	-2	-5	-0.7
28	CCc1c(C)c2cc(Cl)c(O)c(CN3CCCCC3)c2oc1=O	-1	2	0	0	-0.1
29	C[C@H](CO)N1C[C@H](C)[C@@H](CN(C)C(=O)Nc2ccccc2F)OCc2cnnn2CCCC1=O	0	-5	4	3	0.4
30	COc1ccc(OC(=O)NCCc2ccccc2)cc1	-4	-1	9	2	0.7
31	CCOC(=O)c1c(-c2ccccc2)oc2ccc(O)c(CN3CCOCC3)c12	-7	2	-7	-4	-3.1
32	CCC(=O)N(Cc1cc2cc(OC)ccc2[nH]c1=O)c1cccc(C)c1	7	1	2	-2	-0.4
33	CCOC(=O)Cn1nnnc1CN(Cc1ccc(OC)cc1)Cc1cc2cc(C)cc(C)c2[nH]c1=O	-13	0	-2	-2	0.0
34	Cc1[nH]c2ccccc2c1C(=O)COC(=O)c1c(-c2ccccc2)noc1C	-35	16	-80	1	-2.2
35	CC(C)(C)OC(=O)NCCCCCNC(=O)c1[nH]cnc1C(=O)Nc1ccccc1	-26	-8	-30	-7	-0.7
36	C/C(N)=C(/C#N)C(=O)CSc1nnnn1-c1ccc(C)cc1	0	9	5	9	-4.5

#	SMARCA2 activ	GC-A act	NR1D1 modulator	GC-B act	ARFGAP1 inhibitor
25	2	4	-7	-1	1
26	-1	12	-3	6	0
27	0	-5	2	-1	-3
28	-4	7	-5	5	10
29	0	3	-5	-4	-5
30	-2	1	-2	6	-2
31	-5	-6	8	-2	6
32	-5	-13	-7	-17	5
33	-3	7	1	0	3
34	0	-19	5	-20	-5
35	-1	0	3	-1	-19
36	-1	1	-5	-1	-14

Other records follow.
#	Molecule	mABHD4 FP	ASAP1 GAP inh	HTRA1 inh	rCAG RNA binder	PG9 binder
37	CC(C)NC(=S)NN(c1ccccc1)c1ccccc1	9	6	3	-3	0.2
38	Cc1ccc(/C=C/c2nc3ccccc3s2)s1	-2	3	-3	3	-2.6
39	COc1ccc(C#Cc2ccc3c(c2)O[C@@H](CN(C)C(=O)Nc2cccc(OC)c2)[C@H](C)CN([C@@H](C)CO)S3(=O)=O)cc1	-41	6	-77	14	-2.3
40	COc1ccc(N(C(=O)c2ccco2)S(=O)(=O)c2ccccc2)cc1	-2	-5	-2	-4	-0.6
41	O=C(O)Cn1cc(/C=C2\SC(=O)N(c3ccccc3)C2=O)c2ccccc21	6	-8	2	5	-0.2
42	Cc1ccc(-c2c(NC(=O)c3cccc(C)c3)nc3ncccn23)cc1	9	.	.	5	.
43	CC(NC(=O)COC(=O)CN1C(=O)c2ccccc2C1=O)c1ccccc1 (stereo unspecified)	5	5	3	3	1.2
44	CCOC(=O)[C@@H]1[C@H]2COc3cc(OC)ccc3[C@@H]2N2C(=O)N(c3ccc(Cl)cc3)C(=O)[C@@]12C	-8	5	-17	2	0.6
45	CCc1n(CC(O)COC2CCCCC2)c2ccccc2[n+]1C (stereo unspecified)	-1	6	1	-3	0.0
46	O=C(NC(=S)Nc1ccccc1O)c1cncc(Br)c1	-30	4	2	-2	-1.1
47	CC(=O)c1cccc(-n2nnnc2SCC(=O)NNC(=O)C(C)C)c1	5	10	-4	-2	1.2
48	CC(Sc1nnc(-c2ccco2)n1C)C(=O)N(C)C1CCCCC1 (stereo unspecified)	1	-10	-3	-5	-0.1

#	SMARCA2 activ	GC-A act	NR1D1 modulator	GC-B act	ARFGAP1 inhibitor
37	5	-2	1	-5	-1
38	4	-2	-6	-7	-8
39	-2	-1	15	-7	7
40	-1	-7	1	0	0
41	0	-3	-2	1	1
42	0	-1	-3	5	.
43	-3	0	-12	-3	16
44	1	0	-3	-6	7
45	-1	0	5	3	12
46	-1	2	-2	-4	-2
47	-1	-1	-2	4	2
48	1	-1	-1	5	11

Reformatted tab-delimited: part of the list above
No.	SMILES	mABHD4 FP	ASAP1 GAP inh	HTRA1 inh	rCAG RNA binder	PG9 binder	SMARCA2 activ	GC-A act	NR1D1 modulator	GC-B act	ARFGAP1 inhibitor
12	COCC(C)n1c(SCC(=O)Nc2sccc2C(N)=O)nc2ccccc2c1=O (stereo unspecified)	-4	-4	-10	7	0.9	0	-3	7	2	21
13	O=C(COc1ccc2ccc(=O)oc2c1)Nc1cc([N+](=O)[O-])ccc1F	-7	1	4	3	-2.0	-2	-4	-2	0	-6
14	CCN(CC)C(=O)CSc1nc(O)c(Cc2ccc(OC)cc2)c(=O)[nH]1	2	-2	1	-3	0.4	-3	0	2	5	1

Continuation:
#	Molecule	mABHD4 FP	ASAP1 GAP inh	HTRA1 inh	rCAG RNA binder	PG9 binder
49	COc1ccc(-c2cnnc(N/N=C/c3ccc(O)c(OC)c3)n2)cc1	5	-4	0	6	-4.9
50	CCOc1ccc2c(c1)cc(CN(C(=O)CC)C1CCCCC1)c1nnnn12	-4	-2	-1	-7	-0.1
51	Cc1ccc(-n2ncc3c2ncn2c(C)nnc32)cc1C	-1	3	-3	3	-1.1
52	O=C(CNC(=O)c1cccs1)Nc1cccc(S(=O)(=O)N2CCOCC2)c1	13	-7	-5	5	1.2
53	CCCC[n+]1ccn(C2=C([O-])c3ccccc3C(=O)/C2=N\S(=O)(=O)c2ccccc2)c1	7	4	4	4	-6.2
54	Cc1ccc(-n2ncc3c(=O)n(-c4cccc(C)c4)c(=O)[nH]c32)cc1	-2	-1	1	1	-0.2
55	CCOC(=O)C1=C(N2CCCCC2)c2cc3c(n2C1=O)CCCC3	6	-4	5	-5	-1.4
56	O=C(O)/C=C/c1ccc(S(=O)(=O)Nc2ccc(OCc3ccccc3)cc2)cc1	-22	-3	-10	52*	-2.3

#	SMARCA2 activ	GC-A act	NR1D1 modulator	GC-B act	ARFGAP1 inhibitor
49	2	9	-4	-1	10
50	-1	-2	0	-3	-1
51	9.0*	15	-6	-1	10
52	-2	0	3	4	3
53	-5	-4	-5	4	4
54	-1	0	-1	6	-6
55	1	2	-3	-10	6
56	5	-1	1	-4	0
